Bioassay records deposited in PubChem BioAssay by several laboratories.
V1R ag counter – activates human V1a receptor in oxytocin agonist counter-screen. P37288. CHO-V1R cells, Fluo-8 calcium fluorescence, agonist mode; 0% DMSO, 100% 3 nM vasopressin. activation, % at 3 µM. 320,000 tested, 0.25% active. AID 2797;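 active = activation above the mean activation of all tested compounds plus 3 SD, per screening run, cut at about 20% in these data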;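 note: signal is peak over basal fluorescence ratio across a 100 second FLIPR read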
GPR7 antag – antagonists of human GPR7 (neuropeptides B/W receptor 1) | P48145 | GPR7-expressing cells, fluorescence antagonist assay | inhibition, % at 4.4 µM | 290,000 tested, 1.1% active | AID 1861; in the data active = inhibition above about 16%, passing the limit was not always enough;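 note: cells stimulated with the agonist NPW; 0% = agonist with vehicle and 100% = vehicle without agonist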
Target sequence (P48145 whole entry, looked up): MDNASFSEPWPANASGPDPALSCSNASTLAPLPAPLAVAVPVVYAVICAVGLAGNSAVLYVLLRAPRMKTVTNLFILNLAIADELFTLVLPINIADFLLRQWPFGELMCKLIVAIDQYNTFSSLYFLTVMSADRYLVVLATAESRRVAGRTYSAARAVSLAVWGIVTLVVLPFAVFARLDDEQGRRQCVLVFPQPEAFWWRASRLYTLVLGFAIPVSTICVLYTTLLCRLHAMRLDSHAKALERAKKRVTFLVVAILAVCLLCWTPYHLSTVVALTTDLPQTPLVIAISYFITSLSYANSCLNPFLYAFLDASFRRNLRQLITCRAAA
MEKK2mut PB1 HTS – signal of MEK5 binding to mutant human MEKK2 PB1 domain; bead flow cytometry, Alexa488-MEK5 binding to MEKK2 mutant; percent response, % at 10 µM; 290,000 tested, 0.35% active; AID 1530; in the data active = percent response above about 24%, passing the limit was not always enough; note: inactives centre near 1; some results filed as inactive read as strong as hits; reference of the scale not given here
M18AAP inhibitor – blocks P. falciparum M18 aspartyl aminopeptidase; recombinant PfM18AAP, H-Glu-NHMec fluorogenic cleavage; inhibition, % at 7.35 µM; 290,000 tested, 1.2% active; AID 1822;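 active = inhibition above the campaign mean inhibition over all tested compounds plus 3 SD, cut at about 28% in these data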;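 note: 0% = plate median of test compound wells and 100% = 2 mM ZnCl2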
MEKK2 WT-MEK5 – raises or lowers MEK5 binding to wildtype human MEKK2 PB1 domain; Q9Y2U5; 290,000 tested, 1.1% active; binding response (% of control), % at 10 µM; AID 1531; bead flow cytometry, Alexa488-MEK5 binding to MEKK2 WT; actives lie on both sides; in the data active = binding response below about 67% or above about 130%
OXTR potentiator – potentiates the human oxytocin receptor response | P30559 | CHO-OTR cells, Fluo-8 calcium fluorescence, potentiator mode; 0% = oxytocin EC15, 100% = EC100 | activation, % at 3 µM | 320,000 tested, 0.061% active;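 active = activation above that plate's cutoff, the mean activation of tested compounds plus 3 SD, cut at about 6.6% in these data, passing the limit was not always enough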;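 note: 100% uses oxytocin at 75 nM as the full agonist control; some results filed as inactive read as strong as hits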
Target sequence (P30559 whole entry, looked up): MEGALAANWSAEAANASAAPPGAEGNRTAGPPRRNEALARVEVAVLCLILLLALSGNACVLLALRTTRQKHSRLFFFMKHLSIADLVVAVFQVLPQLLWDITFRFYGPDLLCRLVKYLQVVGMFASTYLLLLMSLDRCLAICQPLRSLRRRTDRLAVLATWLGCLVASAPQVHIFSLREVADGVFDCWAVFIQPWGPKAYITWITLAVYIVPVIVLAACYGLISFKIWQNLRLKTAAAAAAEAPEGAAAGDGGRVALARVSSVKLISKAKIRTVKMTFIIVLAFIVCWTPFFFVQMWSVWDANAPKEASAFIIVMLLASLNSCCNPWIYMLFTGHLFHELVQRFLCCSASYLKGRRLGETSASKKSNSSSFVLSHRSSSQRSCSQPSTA
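Assay system: CHO-OTR cells, human receptor / Also added: oxytocin at about EC15, sub-maximal agonist stimulus / Dosing: single dose, 3.0 µM nominal final compound concentration / Incubation: 6 min pre-incubation, 100 s read / Technique: Fluo-8 calcium dye fluorescence / Read-out: % activation vs EC15 and EC100 oxytocin / Benchmarks: EC15 oxytocin low, 75 nM oxytocin high / Replicates: singlicate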
NALP1 inh – blocks the NALP1 inflammasome reconstituted in yeast | inhibition, % at 10 µM | 280,000 tested, 0.61% active | AID 2071 | S. cerevisiae NALP1/ASC/caspase-1 growth, X-gal OD620, 72 h; in the data active = inhibition mostly above about 24%, no sharp cut-off; inactive = mostly below about 32%; note: some compounds called inactive have numbers as strong as hits
GalR3 antagonist – antagonists of human GalR3; O60755; AID 651719; 360,000 tested, 0.44% active; HEK293 GalR3-CNG cAMP membrane potential fluorescence; galR3 body fused to GalR1 C-terminus; inhibition, % at 3 µM;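 active = inhibition above the screen-wide average plus 3 SD, cut at about 13% in these data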;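 note: forskolin and galanin both at EC90 stimulate the cells; cAMP rise reported by CNG channel membrane potential dye signal; 0% = forskolin plus galanin with DMSO and 100% = forskolin alone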
Target sequence (O60755 1-299 limits assumed): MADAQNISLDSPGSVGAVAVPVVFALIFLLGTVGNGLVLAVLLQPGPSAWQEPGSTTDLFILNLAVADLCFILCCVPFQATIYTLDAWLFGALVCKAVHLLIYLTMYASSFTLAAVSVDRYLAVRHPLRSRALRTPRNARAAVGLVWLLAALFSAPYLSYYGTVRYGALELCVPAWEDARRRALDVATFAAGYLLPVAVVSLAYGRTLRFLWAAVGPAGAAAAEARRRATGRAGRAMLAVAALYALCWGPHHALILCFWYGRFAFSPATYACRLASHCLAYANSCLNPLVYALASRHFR
OXTR ag – human OXTR agonism; P30559; CHO-OTR cells, Fluo-8 calcium fluorescence; normalized: DMSO 0%, oxytocin 100%; activation, % at 3 µM; 320,000 tested, 0.32% active; AID 2435;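 active = activation above the mean of all tested compounds plus 3 SD, cutoff set per screening run, cut at about 20% in these data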;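 note: peak over basal fluorescence ratio from a 100 s FLIPR kinetic read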
* hit, by the source's call; nt = no result given. Compounds were not picked by outcome. Share with any hit: about 4.1%.

SMILES	V1R ag counter	GPR7 antag	MEKK2mut PB1 HTS	M18AAP inhibitor	MEKK2 WT-MEK5	OXTR potentiator	NALP1 inh	GalR3 antagonist	OXTR ag
COc1ccc(C(=O)c2c(N)sc3c2CCN(C)C3)cc1	2.6	-6	0	2	95	-1	-15	-9	1.7
CCN(CC)S(=O)(=O)c1cc(C(=O)Nc2ccc(Cl)cn2)ccc1C	-1.1	7	1	2	97	-10	15	-3	-1.8
CC(=O)c1sc(NC(=O)COc2ccccc2)nc1C	0.0	-2	0	3	96	-3	-8	-5	-1.2
CC1CC(C)CN(C(=O)CN2CCN(Cc3ccc(Cl)cc3)C2=O)C1 (stereo not drawn)	2.1	0	6	-8	122	-12	1	-2	0.6
CC(C(=O)Nc1cc([N+](=O)[O-])ccc1Cl)N1CCN(c2ccc(O)cc2)CC1 (stereo not drawn)	1.4	-2	-1	29*	96	-4	6	2	3.4
CCOc1ccc(NS(=O)(=O)c2ccc3c(c2)N(C(C)=O)CCO3)cc1	10	-5	-7	-7	94	-8	24	-10	7.3
CCOc1ncccc1C(=O)OCc1ccc(C(=O)OC)o1	0.4	-8	13	0	102	-12	17	-4	0.0
Cc1cc(=O)oc2cc(NC(=O)c3cccc(S(=O)(=O)N(C)C)c3)ccc12	0.7	-8	0	3	97	-5	-8	-7	0.8
CCOC(=O)c1sc(NC(=O)CSc2nc3cccnc3n2C)nc1C	5.3	-23	-1	-7	96	-9	-17	-11	5.3
Cn1c(SCc2ccccc2)nc2ccsc2c1=O	3.4	-14	-4	-14	95	-11	12	-3	2.5

Only V1R ag counter, for 3 of the compounds above:
| SMILES | V1R ag counter |
| --- | --- |
| CC1CC(C)CN(C(=O)CN2CCN(Cc3ccc(Cl)cc3)C2=O)C1 (stereo not drawn) | 2.1 |
| CC(C(=O)Nc1cc([N+](=O)[O-])ccc1Cl)N1CCN(c2ccc(O)cc2)CC1 (stereo not drawn) | 1.4 |
| CCOc1ccc(NS(=O)(=O)c2ccc3c(c2)N(C(C)=O)CCO3)cc1 | 10 |

Arranged by value in MEKK2 WT-MEK5 (high to low): 3 from the list above
compound	MEKK2 WT-MEK5
CCOc1ncccc1C(=O)OCc1ccc(C(=O)OC)o1	102
CC(=O)c1sc(NC(=O)COc2ccccc2)nc1C	96
Cn1c(SCc2ccccc2)nc2ccsc2c1=O	95

(further entries)
SMILES	V1R ag counter	GPR7 antag	MEKK2mut PB1 HTS	M18AAP inhibitor	MEKK2 WT-MEK5	OXTR potentiator	NALP1 inh	GalR3 antagonist	OXTR ag
COc1ccc(S(=O)(=O)NC(C)c2ccccc2)cc1C(=O)N1CCCCC1 (stereo not drawn)	0.7	-14	6	-2	110	-4	10	-2	-0.7
CCSc1nc2ccccc2n1C(=O)/C=C\c1ccc(OC)c(OC)c1	-0.5	-11	-3	-1	95	-4	4	-1	-1.4
CCCC[n+]1ccn(-c2nc3ccccc3nc2[N-]S(=O)(=O)c2ccc(Br)cc2)c1	0.8	-13	5	-6	105	-7	25	1	-1.1
CCc1ccc(OCC(=O)NCCOc2ccccc2)cc1	-1.5	-1	7	-1	102	-5	10	-4	-1.6
C[C@H](NC(=O)c1ccco1)C(=O)Nc1ccc(S(=O)(=O)N2CCCC2)cc1	1.1	1	9	-5	113	-5	14	-3	0.4
O=C(NCCc1ccccc1)C1CCN(C(=O)c2ccc(F)cc2)CC1	0.5	8	1	-2	107	-8	3	-8	2.2
O=C(Nc1cc(S(=O)(=O)N2CCOCC2)ccc1N1CCCC1)C1CC1	-0.4	-9	-8	-5	90	-9	2	-3	0.1
CCOC(=S)SCC(=O)Nc1nccs1	0.5	12	0	3	95	-11	-31	-6	0.4
C=CCOC(=O)C(C#N)c1nc2ccccc2nc1N1CCN(Cc2ccc3c(c2)OCO3)CC1 (stereo not drawn)	-0.4	-8	7	6	99	-10	13	-1	-0.8
O=C(C1CC1)N1N=C(c2ccc(F)cc2)CC1(O)C(F)(F)F (stereo not drawn)	-0.9	2	8	-1	113	-3	-9	-10	-2.9
CCc1nnc(NC(=O)c2cc(Cl)ccn2)s1	0.1	4	-2	3	99	-8	7	-9	-0.9
Cn1cc(C(=O)c2ccc(Cl)cc2Cl)cc1C=O	0.8	14	-3	-11	91	4	-6	-6	-1.6
COc1ccccc1CNC(=O)C1CC(c2ccccc2F)=NO1 (stereo not drawn)	0.0	nt	3	nt	102	-1	0	-3	-0.2
Cn1cc(Br)c(C(=O)NC2C3CC4CC(C3)CC2C4)n1 (stereo not drawn)	-0.4	5	1	3	99	-8	0	-5	0.1
Cc1c(C)c2ccc(O[C@@H]3O[C@H](CO)[C@H](O)[C@H](O)[C@H]3O)cc2oc1=O	nt	-16	3	-4	98	nt	9	-10	nt
COCCN(CC(=O)Nc1cccc(C)c1C)C(=O)c1cc2c(s1)CCC2	-0.4	nt	nt	nt	nt	-3	nt	-7	-1.2
COc1ccccc1NC(=O)c1ccc(NC(=O)C2COc3ccccc3O2)cc1 (stereo not drawn)	5.2	9	-1	4	93	-12	5	4	2.4
O=C(NC1CC1)c1sc2cc(Cl)ccc2c1Cl	0.2	nt	nt	nt	nt	-1	nt	-2	-2.7
Cn1c(/C=C/c2ccccc2)nc2ccccc21	-1.7	-1	2	2	90	-10	13	-5	-2.8
CCOC(=O)c1cnn(Cc2cccc(Cl)c2)c1C	-0.3	-12	0	-9	101	-5	-15	-4	-1.4
CCOc1ccc(N/C(=N/c2nc(C)cc(C)n2)NC(C)=O)cc1	-0.8	17	3	-7	101	2	nt	0	-2.8
Cc1onc(-c2c(F)cccc2Cl)c1C(=O)Nc1ccc(Cl)c(S(=O)(=O)N(C)C)c1	1.9	nt	nt	nt	nt	-8	nt	-7	-1.1
Cc1ccc(S(=O)(=O)N2CCN(CC(=O)N/N=C/c3cc([N+](=O)[O-])ccc3Cl)CC2)cc1	-0.8	-15	19	2	111	-4	19	0	-2.7
COc1ccccc1NC(=O)Cc1nnc(SCC(=O)Nc2ccc(F)cc2F)n1C	-0.7	-5	4	7	101	-8	12	-5	-1.4
COC(=O)C1=C(C)NC2=C(C(=O)CCC2)C1c1ccc(-c2ccsc2C(=O)OC)o1 (stereo not drawn)	0.9	4	-2	-5	91	-12	1	-3	3.1
Cc1ccc(S(=O)(=O)NNC(=S)Nc2cccc(F)c2)cc1	1.5	-2	2	14	100	-6	-5	2	-0.7
COc1ccc(C(=S)NCS(=O)(=O)c2ccc(C)cc2)cc1	0.8	-1	3	0	100	-8	2	-1	-1.1
CCOC(=O)[C@@H]1[C@H]2COc3ccccc3[C@H]2N2C(=O)N(c3ccc(Cl)cc3)C(=O)[C@]12C	0.8	-3	-2	-7	99	2	-2	-4	-0.6
COCCn1c(Cc2ccccc2)nnc1SCC(=O)Nc1ccccc1	3.8	0	-5	-3	92	-6	7	-7	-0.9
CCN1C(=O)[C@@H]2[C@H](C1=O)[C@@H]1C(=O)Nc3ccccc3C(=O)N1[C@@H]2c1cccc(C)c1	0.5	nt	nt	nt	nt	-6	nt	-6	0.5
O=C(c1ccc([N+](=O)[O-])cc1)N1CCc2ccccc21	-0.4	nt	nt	nt	nt	6	nt	-5	-3.0
C[C@@H](C(=O)NCCc1ccccc1)N1C(=O)N2CCc3c([nH]c4ccccc34)[C@@]2(C)C1=O	0.3	24*	-1	-6	101	-4	-2	-4	3.1
CC(C1CC2CCC1C2)N1CC(O)=C(c2nc3ccccc3[nH]2)C1=N (stereo not drawn)	0.6	21*	1	3	101	-6	-10	-6	1.7
CCCCc1nc2cc(C(=O)N3CCC[C@H]3CO)ccc2o1	0.0	-10	0	-8	102	-5	10	-1	0.3
CCOc1ccc(NC(=O)c2sc(N3CCOCC3)nc2-c2ccccc2)cc1	-0.5	-9	0	3	104	4	18	-1	-0.7
CC(=O)Nc1cccc2c1C(=O)N(c1ccc(C)cc1)C2=O	1.5	-6	3	11	96	-6	11	-3	-1.6
CC1=CC(C)(C)Nc2ccc(OC(=O)CCN3C(=O)c4ccccc4C3=O)cc21	0.5	-2	-1	-2	95	-15	23	-2	-1.2
COc1ccc(CCNCc2ccc(OCc3ccccc3)cc2)cc1	8.1	16	13	1	136*	-8	45*	-10	5.8
O=C(NC(=S)N1CCCC1)c1ccc(Cl)cc1	0.2	4	2	8	105	-3	9	2	-0.2
COc1ccc(CCNC(=O)CC(=O)N/N=C/c2ccc(Br)cc2)cc1OC	1.1	-13	1	-13	102	7	10	-1	-0.9
O=C(Nc1n[nH]c(=S)s1)c1ccco1	0.6	-4	2	26	102	-1	1	0	0.2
Cc1ccc(C(=O)NCc2nc3ccccc3[nH]2)o1	0.3	-9	4	-8	105	-5	8	2	0.7
CNS(=O)(=O)c1ccc(C(=O)NCC(=O)NCC2COc3ccccc3O2)cc1 (stereo not drawn)	-0.6	nt	nt	nt	nt	-3	nt	-6	-0.5
O=C(NN1C(=O)c2ccccc2NC1c1ccc([N+](=O)[O-])o1)c1ccc([N+](=O)[O-])cc1 (stereo not drawn)	-0.7	-12	6	-2	104	-11	-14	-3	-1.0
COc1ccc(C(=O)Nc2cccc(C(=O)NCc3ccccc3)c2)cc1	0.5	-11	-1	2	98	-14	-7	-5	-0.5
Cc1noc(COc2ccccc2OCC(N)=O)n1	-0.4	nt	nt	nt	nt	0	nt	-5	0.4
COc1ccc(CCNC2=NCC(C)S2)cc1 (stereo not drawn)	0.2	1	3	-19	113	-14	4	-5	0.6
CS(=O)(=O)c1cccc(NC(=O)C2CCCN2S(=O)(=O)c2ccc(F)cc2)c1 (stereo not drawn)	2.0	7	-1	-3	98	-4	13	-7	5.0
COc1ccc(C2=NC(C)(C)Cc3cc(OC)c(OC)cc32)cc1OC	-0.3	-21	4	2	109	-5	-3	-3	-0.4
CCn1c(=O)c(=O)[nH]c2cc(C(=O)NCC3CCCCC3)ccc21	-0.5	-6	-1	-4	87	-5	32	0	-1.3
Later entries.
SMILES	V1R ag counter	GPR7 antag	MEKK2mut PB1 HTS	M18AAP inhibitor	MEKK2 WT-MEK5	OXTR potentiator	NALP1 inh	GalR3 antagonist	OXTR ag
Cc1ccc(C2(C)NC(=O)N(CC(=O)N(c3ccccc3)C3CCS(=O)(=O)C3)C2=O)cc1 (stereo not drawn)	1.0	nt	nt	nt	nt	-9	nt	-2	0.2
CC1(NC(=O)NCc2ccco2)CCS(=O)(=O)C1 (stereo not drawn)	-0.5	-3	0	2	103	-7	22	-4	0.0
COc1cc(CC(=O)N2CCC(n3nccc3NC(=O)C3CC3)CC2)cc(OC)c1OC	0.9	-11	6	1	103	-4	-7	-3	1.1
COC(=O)[C@@H]1Cc2c([nH]c3ccccc23)C(C)(C)N1C(=O)CCl	nt	-11	2	-6	100	nt	14	-10	nt
Cc1ccc(C2(C(F)(F)F)NC(=O)N3C(=C2C#N)Nc2ccccc23)cc1 (stereo not drawn)	3.0	-3	-2	-3	97	-10	9	-8	-0.2
O=C(/C=C/c1ccc([N+](=O)[O-])cc1)NCCSCc1ccco1	2.1	2	-1	1	103	-12	23	-4	-0.6
